Screening results deposited in PubChem BioAssay by several laboratories.
hiPSC survival – enhancers of human iPSC single-cell survival | hiPSC single-cell survival, ATPlite luminescence; 100% = ROCK inhibitor wells, 0% = DMSO | survival enhancement, % at 20 µM | AID 602274 | 360,000 compounds, 0.044% hits; in the data active = survival enhancement above about 18%;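 note: cells exposed to compounds for 16 hours before the ATP read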
m5-HT2A agonist – activates the mouse 5-HT2A serotonin receptor | activation, % at 7.6 µM | CHO-K1 mHTR2A beta-arrestin complementation, luminescence; percent of 30 µM serotonin response | 360,000 compounds, 0.66% hits | P35363;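 active = activation above a run cutoff, the mean activation of all tested compounds plus 3 SD, cut at about 14% in these data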;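 note: 0% = plate median of compound wells and 100% = 30 µM serotonin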
N-glyco inh – blocks N-linked glycosylation in D54 reporter cells | AID 588692 | D54 ERlucT glycosylation luciferase reporter, 24 h; percent of 100 nM tunicamycin response | reporter increase, % at 12.5 µM | 360,000 compounds, 0.23% hits;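 active = mean luciferase reporter signal, scaled so untreated is 0 and the glycosylation-blocking control 100, at or above a set limit in every replicate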;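 note: luciferase carries N-glycosylation sites so blocking glycosylation raises the light; 0% = median of neutral control wells and 100% = median of 100 nM tunicamycin wells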
ABHD5-PLIN5 inh – blocks binding of human ABHD5 to perilipin-5 | 360,000 compounds, 0.78% hits | Q00G26+Q8WTS1 | inhibition, % at 4 µM | AID 602281 | Split G. princeps luciferase complementation, luminescence, 4 h;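 active = inhibition above the mean inhibition across every tested compound plus 3 SD, cut at about 22% in these data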;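 note: 0% = DMSO only wells and the 100% control is not disclosed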
Target sequence (Q00G26 whole entry, looked up): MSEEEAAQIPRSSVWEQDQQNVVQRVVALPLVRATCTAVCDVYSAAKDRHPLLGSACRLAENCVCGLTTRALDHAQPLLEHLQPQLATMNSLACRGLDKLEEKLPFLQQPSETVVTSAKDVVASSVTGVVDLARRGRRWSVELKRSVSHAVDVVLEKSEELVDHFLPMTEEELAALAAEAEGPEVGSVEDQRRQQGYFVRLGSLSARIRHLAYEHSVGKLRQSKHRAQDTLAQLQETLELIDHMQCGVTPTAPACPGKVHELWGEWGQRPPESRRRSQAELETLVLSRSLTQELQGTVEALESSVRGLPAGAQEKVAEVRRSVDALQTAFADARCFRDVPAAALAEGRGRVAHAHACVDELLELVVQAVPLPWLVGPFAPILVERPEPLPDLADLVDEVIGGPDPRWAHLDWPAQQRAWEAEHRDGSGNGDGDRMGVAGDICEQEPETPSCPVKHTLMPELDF
Target sequence (Q8WTS1 whole entry, looked up): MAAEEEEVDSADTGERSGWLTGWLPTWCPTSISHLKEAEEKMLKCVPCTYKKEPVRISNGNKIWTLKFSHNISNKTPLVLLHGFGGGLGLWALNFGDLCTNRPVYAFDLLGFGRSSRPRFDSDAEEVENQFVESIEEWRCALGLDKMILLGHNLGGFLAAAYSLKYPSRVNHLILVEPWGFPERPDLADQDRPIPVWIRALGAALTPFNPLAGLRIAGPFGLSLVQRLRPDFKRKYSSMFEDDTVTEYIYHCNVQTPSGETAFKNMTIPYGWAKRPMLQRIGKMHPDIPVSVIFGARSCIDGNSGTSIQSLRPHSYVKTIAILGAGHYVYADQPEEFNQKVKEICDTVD
Exocytosis inh – lytic granule exocytosis inhibition; inhibition, % at 10 µM; TALL-104 LAMP-1 surface exposure, flow cytometry; cells stimulated with thapsigargin and PMA; 360,000 compounds, 0.66% hits; AID 651702;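 active = inhibition above about 55%, limit read from the data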
Cardio protect – myocardial damage modulation in H9c2 cells; H9c2 cardiomyocytes, H2O2 injury protection, ATPLite, 2 h; protection from H2O2 cell death, % at 20 µM; 360,000 compounds, 0.63% hits;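 active = compounds giving at least 50% protection of heart cells from peroxide-induced death in the single-dose screen, raw or plate-pattern-corrected value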;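 note: 0% = DMSO wells with peroxide and 100% = DMSO wells without peroxide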
MC4R barr agon – human MC4R agonism via beta-arrestin; activation, % at 8.9 µM; 360,000 compounds, 0.98% hits; P32245; AID 540308; U2OS MC4R beta-arrestin complementation, luminescence; percent of melanotan II response, DMSO zero;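 active = activation above a per-plate cutoff, the mean activation of sample wells on that plate plus 3 SD, cut at about 8% in these data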
aDG glyco act – alpha-DG glycosylation activation; Pro5-aDG cells, alpha-DG glycosylation AlphaScreen (IIH6); 0% Pro5, 100% B10-LARGE cell signal; activation, % at 10 µM; 360,000 compounds, 0.22% hits;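 active = activation of at least 8% versus controls, or a plate z-score of at least 8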;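 note: Pro5 are CHO cells carrying HIG-tagged alpha-DG that lacks glycosylation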
MC4R antag cAMP – blocks human MC4R cAMP signaling. inhibition, % at 6.5 µM. P32245. 360,000 compounds, 0.48% hits. MC4R-expressing cells, MTII-stimulated cAMP, LANCE TR-FRET. AID 540295;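 active = inhibition above its plate's cutoff, the mean of tested wells on that plate plus 3 SD, cut at about 29% in these data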;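 note: 0% = Melanotan II alone and 100% = Melanotan II plus saturating MCL0020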
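Assay system: U2OS-MC4R stable cell line; Also added: Melanotan II; Technique: Eu-cAMP/anti-cAMP TR-FRET, emission 671 nm; Times: 30-min compound, 1-h challenge, 1-h detection, room temperature.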
ABCB6 inh 2 – human ABCB6 transporter inhibition | Q9NP58 | K562-ABCB6 porphyrin accumulation, flow cytometry, 1 h; stronger effect = lower value | fluorescence ratio to DMSO, % at 10 µM | 360,000 compounds, 0.19% hits | AID 602162;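 active = fluorescence ratio to DMSO below 75%, the collection mean minus 3 SD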;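 note: signal is porphyrin accumulated inside mitochondria; 100% equals median channel fluorescence of DMSO control wells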
Active calls of the source: *; . = not tested or not shown.

Order of results: hiPSC survival	m5-HT2A agonist	N-glyco inh	ABHD5-PLIN5 inh	Exocytosis inh	Cardio protect	MC4R barr agon	aDG glyco act	MC4R antag cAMP	ABCB6 inh 2
1) COc1cc(OC)cc(-c2c(C#Cc3ccsc3)c3cc(-c4ccc5[nH]ccc5c4)ccc3n2C)c1
→ -2.7	8	2	2	-1	-1	-0.8	0.4	-4	99
2) CCCNC(=O)NC(=O)CSc1ccc2c(c1)OCCO2
→ 5.2	-1	0	3	0	7	3.9	0.0	3	94
3) Cc1cccc(C)c1NC(=O)CN1C(=O)NC(C)(CCc2ccccc2)C1=O (stereo not drawn)
→ 0.7	-1	4	-2	0	7	-2.2	-0.1	-1	94
4) Cn1c(NC(=O)C2CCCO2)cc(=O)n(C)c1=O (stereo not drawn)
→ -0.2	-1	1	-4	0	4	0.6	-0.2	6	98
5) COc1ccc(NS(=O)(=O)c2ccc(C(=O)OC(C)C(=O)N3CCOCC3)cc2)cc1 (stereo not drawn)
→ 1.2	5	-1	-1	0	-2	-3.7	0.0	6	95
6) Brc1cccc(-c2nc3c4ccccc4ccn3c2Cc2ccccc2)c1
→ -0.2	-4	-2	-9	-2	-3	.	1.3	.	96
7) CCCCOc1ccc(C(=O)NNC(=O)C2C3C=CC(C3)C2C(=O)O)cc1 (stereo not drawn)
→ 3.4	0	2	-1	-3	-1	-1.3	0.1	-5	101
8) COC(=O)C(C)Sc1ccc2nnc(-c3cccc(F)c3)n2n1 (stereo not drawn)
→ 1.5	-4	1	0	6	24	1.1	0.3	-3	96
9) COCCNC(=O)c1ccccc1NC(=O)Cc1ccccc1[N+](=O)[O-]
→ 1.4	4	-1	3	-2	2	-0.5	0.3	-7	106
10) Cc1cccnc1C1=NOC(Cc2ccccc2)C(=O)N1Cc1ccc(F)cc1 (stereo not drawn)
→ 2.4	-2	-1	-3	29	0	-0.4	0.0	13	100
11) Clc1cccc(CN2CCC3CC2c2cc(N4CCCCC4)ccc23)c1 (stereo not drawn)
→ 2.3	-7	1	-6	2	-11	0.2	-0.2	5	102
12) Cc1ccccc1OCC(=O)Nc1ccccc1-c1ccccc1
→ 0.0	-1	-5	11	0	-13	0.5	0.1	-1	94
13) C(=C\c1cc(/C=C/c2ccccc2)ncn1)/c1ccccc1
→ -2.6	-3	9	0	-2	-11	-0.2	0.0	4	100
14) Cc1cc(/C=N\NC(=O)CC(=O)NC2CCCCC2)c(C)n1-c1cccc(Cl)c1Cl
→ -0.9	3	-9	4	1	-5	0.7	0.2	-15	101
15) COc1cc(/C=N/NC(N)=O)cc(Br)c1OCc1ccc(C)cc1
→ 2.3	-4	-1	5	0	-7	-0.1	-0.2	4	102
16) C/C=C\C=C/C(=O)Nc1cccc(C2=NOC3(C2)C[C@@H](C(N)=O)N(C(=O)CCCCC)C3)c1 (stereo partly drawn)
→ -0.7	-2	1	8	0	2	-1.3	0.0	2	95
17) CCOC(=O)N1CCN(c2cc(=O)n(Cc3ccc(F)cc3)c(=O)[nH]2)CC1
→ -0.3	3	-1	-2	1	-6	0.9	0.5	4	97
18) NCc1csc(Nc2ccc(C(=O)c3ccccc3)cc2)n1
→ -2.2	1	14	7	8	-1	-0.8	-0.1	-3	98
19) CC(C)(C)OC(=O)[C@H](CCCCN)NC(=O)c1nc[nH]c1C(=O)NCCCCCN
→ -1.2	-1	1	3	0	5	-0.6	0.0	-6	99
20) COc1cc(C(=O)OCC(=O)NC2CCS(=O)(=O)C2)c([N+](=O)[O-])cc1OC (stereo not drawn)
→ -0.3	-2	1	-2	1	-9	-1.2	-0.2	0	98

Some of these compounds in order of SMILES length, largest number first.
Order of results: hiPSC survival	m5-HT2A agonist	N-glyco inh	ABHD5-PLIN5 inh	Exocytosis inh	Cardio protect	MC4R barr agon	aDG glyco act	MC4R antag cAMP	ABCB6 inh 2
1) COc1cc(OC)cc(-c2c(C#Cc3ccsc3)c3cc(-c4ccc5[nH]ccc5c4)ccc3n2C)c1
→ -2.7	8	2	2	-1	-1	-0.8	0.4	-4	99
19) CC(C)(C)OC(=O)[C@H](CCCCN)NC(=O)c1nc[nH]c1C(=O)NCCCCCN
→ -1.2	-1	1	3	0	5	-0.6	0.0	-6	99
7) CCCCOc1ccc(C(=O)NNC(=O)C2C3C=CC(C3)C2C(=O)O)cc1 (stereo not drawn)
→ 3.4	0	2	-1	-3	-1	-1.3	0.1	-5	101
9) COCCNC(=O)c1ccccc1NC(=O)Cc1ccccc1[N+](=O)[O-]
→ 1.4	4	-1	3	-2	2	-0.5	0.3	-7	106

Next part:
Order of results: hiPSC survival	m5-HT2A agonist	N-glyco inh	ABHD5-PLIN5 inh	Exocytosis inh	Cardio protect	MC4R barr agon	aDG glyco act	MC4R antag cAMP	ABCB6 inh 2
21) O=C(O)c1ccc(-c2nnc(-c3ccc([N+](=O)[O-])cc3)o2)cc1
→ -0.1	2	0	14	-2	5	1.1	0.0	21	102
22) Cc1cc(C(=O)N/N=C/c2ccc(OC(=O)c3ccccc3Br)cc2)n[nH]1
→ -0.9	-4	-1	-7	-2	11	-1.0	0.0	-7	95
23) COC(=O)CCCC(=O)NC(C)c1cnn(-c2ccccc2C)c1C (stereo not drawn)
→ 0.3	5	3	-4	-1	3	-0.1	-0.4	1	92
24) Cc1cc(C)c(C(=O)Cn2cnc3cc([N+](=O)[O-])ccc3c2=O)cc1C
→ -0.1	3	1	-3	0	7	-2.4	0.9	4	87
25) CC(=O)Oc1cccc(Nc2ncnc3ccccc23)c1
→ 0.1	4	-4	0	-13	-5	-0.7	-0.1	-6	98
26) O=C(Nc1nc2ccccc2s1)c1ccccc1[N+](=O)[O-]
→ -0.3	-1	3	8	-13	-8	-1.3	0.0	6	94
27) O=C(NCCc1c[nH]c2ccccc12)/C(=C\c1ccco1)NC(=O)c1ccco1
→ -1.2	-1	1	12	0	6	-0.8	0.1	0	95
28) O=S(=O)(NCCc1ccccc1)c1ccc(S(=O)(=O)N2CCCCC2)cc1
→ -0.7	-6	-2	-6	-1	-4	0.6	0.1	11	99
29) COc1cc(CNC(=O)C2CCCN2S(=O)(=O)c2ccccc2)cc(OC)c1OC (stereo not drawn)
→ -2.0	0	1	-12	-1	3	-2.5	-0.1	5	91
30) O=C1c2ccccc2NC(c2cc(Cl)cc(Cl)c2O)N1Cc1cccnc1 (stereo not drawn)
→ -0.4	1	1	5	-2	4	-1.6	-0.2	8	96
31) Clc1ccc(N2CCN(c3cnc4ccccc4n3)CC2)cc1
→ 1.4	3	0	-6	0	-13	4.6	0.1	5	100
32) CCCCc1ccc(NC(=O)c2c(C)noc2C)cc1
→ 3.7	-2	1	-6	-3	-8	-0.4	0.1	-6	97
33) O=C(CCn1nnc2ccccc21)N1CCN(c2ccccc2)CC1
→ -0.1	-1	0	3	1	5	-0.1	0.1	-3	95
34) COc1ccc2nc(N3CCCC3)[nH]c2c1
→ 1.8	8	2	4	0	-2	-0.3	0.0	0	91
35) COc1cccc(CNC(=O)CCC2CCCN(C(=O)c3cccnc3SC)C2)c1 (stereo not drawn)
→ -0.2	1	1	0	-2	6	-1.0	0.1	-2	97
36) COc1ccc2nc(C)cc(NCCN3CCOCC3)c2c1
→ 0.6	-2	6	-1	-3	3	-1.3	0.1	-5	97
37) O=C(c1ccccc1)c1nc[nH]c1C(=O)Nc1ccccn1
→ -1.2	-4	6	-3	-6	-2	-2.9	-0.1	0	101
38) CCCC(=O)Nc1ccc(Cl)c(NC(=O)c2cccc(OC)c2)c1
→ 2.2	0	-4	9	6	-2	-1.2	0.2	17	101
39) COC(=O)Cn1c(C)c(C#N)c2ccccc21
→ 5.1	1	1	2	1	3	-2.0	-0.2	4	106
40) COc1ccc(/C=N/Nc2nc3ccccc3s2)cc1O
→ -1.2	0	-19	-2	15	-21	-1.5	-0.4	3	90

Entries of single compounds from above:
Listed for O=C(c1ccccc1)c1nc[nH]c1C(=O)Nc1ccccn1 = hiPSC survival = -1.2; m5-HT2A agonist = -4; N-glyco inh = 6; ABHD5-PLIN5 inh = -3; Exocytosis inh = -6; Cardio protect = -2; MC4R barr agon = -2.9; aDG glyco act = -0.1; MC4R antag cAMP = 0; ABCB6 inh 2 = 101
Listed for Brc1cccc(-c2nc3c4ccccc4ccn3c2Cc2ccccc2)c1 = hiPSC survival = -0.2; m5-HT2A agonist = -4; N-glyco inh = -2; ABHD5-PLIN5 inh = -9; Exocytosis inh = -2; Cardio protect = -3; MC4R barr agon = .; aDG glyco act = 1.3; MC4R antag cAMP = .; ABCB6 inh 2 = 96
Listed for COc1ccc(/C=N/Nc2nc3ccccc3s2)cc1O = hiPSC survival = -1.2; m5-HT2A agonist = 0; N-glyco inh = -19; ABHD5-PLIN5 inh = -2; Exocytosis inh = 15; Cardio protect = -21; MC4R barr agon = -1.5; aDG glyco act = -0.4; MC4R antag cAMP = 3; ABCB6 inh 2 = 90

Further results:
Order of results: hiPSC survival	m5-HT2A agonist	N-glyco inh	ABHD5-PLIN5 inh	Exocytosis inh	Cardio protect	MC4R barr agon	aDG glyco act	MC4R antag cAMP	ABCB6 inh 2
41) CCN(Cc1ccccc1)C(=O)CN1C(=S)NC(C)(C)CC1C (stereo not drawn)
→ -2.2	9	1	-7	0	18	-1.4	0.1	2	88
42) Cc1ccc2nc(SCC(=O)N3CCCC3)nc(=O)n2c1
→ -0.6	-3	1	-3	-2	7	-4.2	0.0	7	90
43) Cc1cnc(CN(C)C(=O)c2ccc3oc(Cc4ccc(Cl)cc4)nc3c2)[nH]1
→ -0.1	-6	-4	-1	-2	0	-3.1	0.0	-2	98
44) C=CCC(O)(CC=C)C(C)N (stereo not drawn)
→ 5.3	-1	4	1	2	-3	-4.8	0.2	4	91
